Pol beta inh: inhibitors of human DNA polymerase beta; Potency, µM (series often up to 114 µM), for inactives: at the highest dose activity change, negative = inhibition, actives largely listed as inhibitors; 340,000 tested, 1.3% active; Pol beta primer extension/strand displacement, fluorescence kinetic; P06746; note: potency is the fitted concentration of half-maximal effect; % is set by controls: 0 for no effect and ±100 for the full control effect
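Pol beta (10 nM) and compounds were preincubated 15 min at room temperature, then 50 nM substrate (final) started primer extension/strand displacement. Reads were taken at 0 and 10 min; concentration-response data were fitted to a four-parameter Hill equation.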
Apoferritin bind: candidate novel general anesthetic via apoferritin binding | 350,000 tested, 0.074% active | P02791 | apoferritin/1-aminoanthracene competitive binding, fluorescence | Potency, µM (top dose mostly 77.5 µM), for inactives: top-dose activity change, negative = displacement, usual class: inhibitors | AID 485281; note: potency is the fitted concentration of half-maximal effect; % is set by controls: 0 for no effect and ±100 for the full control effect; nearly all actives have a fitted effect of over 20% in size
Target sequence (P02791 2-175 limits assumed): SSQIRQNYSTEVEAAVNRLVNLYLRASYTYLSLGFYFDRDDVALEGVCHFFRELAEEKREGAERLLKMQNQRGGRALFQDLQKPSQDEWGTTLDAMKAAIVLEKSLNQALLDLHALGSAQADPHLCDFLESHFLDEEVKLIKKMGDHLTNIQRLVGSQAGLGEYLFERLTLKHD
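In PBS, apoferritin at 10 uM is loaded with 1-AMA from a 50% saturated solution. After 10 min of compound exposure at ambient temperature, reduced 535 nm fluorescence indicates probe displacement.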
12-LOX inh: blocks human arachidonate 12S-lipoxygenase. P18054. purified 12hLO, xylenol orange hydroperoxide absorbance. Potency, µM (top dose mostly 108 µM), without a hit: top-dose activity change, negative = inhibition, actives largely listed as inhibitors. 580,000 tested, 1.1% active; note: potency is the fitted concentration of half-maximal effect; % is set by controls: 0 for no effect and ±100 for the full control effect
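Hydroperoxide product was detected by ferrous iron/xylenol orange as the 573 to 405 nm absorbance ratio. Arachidonic acid at 40 uM (final) was turned over for 30 min at room temperature by 150 nM human 12hLO, pH 7.0 Hepes buffer, after 15 min compound preincubation.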
TRHR ag: TRH receptor (human) agonism | P34981 | TRHR cells, calcium flux fluo-8, FDSS agonist mode | activation, % at 2 µM | 360,000 tested, 0.18% active | AID 493084; in the data active = activation above about 30%; note: 0% is about no effect
Target sequence (P34981 whole entry, looked up): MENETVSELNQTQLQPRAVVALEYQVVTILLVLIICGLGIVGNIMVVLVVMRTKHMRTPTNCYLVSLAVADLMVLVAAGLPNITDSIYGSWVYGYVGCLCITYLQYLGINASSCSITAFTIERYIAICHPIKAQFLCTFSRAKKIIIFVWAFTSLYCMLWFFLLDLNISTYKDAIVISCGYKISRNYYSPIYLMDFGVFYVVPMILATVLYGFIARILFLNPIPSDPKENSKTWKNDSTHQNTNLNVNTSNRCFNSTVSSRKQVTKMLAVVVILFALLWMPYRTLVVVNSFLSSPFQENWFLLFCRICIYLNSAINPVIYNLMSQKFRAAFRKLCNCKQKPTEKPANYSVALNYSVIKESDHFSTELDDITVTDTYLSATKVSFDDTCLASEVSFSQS
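Fluo-8-loaded TRHR cells; 10 s baseline, compound added, kinetic Ca2+ fluorescence read 1/s, agonist mode.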
ERG-DNA inh: inhibitors of human ERG Ets domain-DNA interaction | P11308 | fluorescence polarization, His-ERG Ets domain / labelled DNA | Potency, µM (top dose mostly 76.9 µM), for inactives: at the highest dose FP activity, negative = inhibition, hits mostly inhibitors | 370,000 tested, 0.028% active; active = well fitted inhibition curve with a large enough effect in the polarisation, with a control signal flat; inconclusive = small, poorly fitted or top-dose-only effect, or effect the other way, or a change in a side signal; inactive = no such curve, though single readings can be large or run the other way; the % refers to the polarisation;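 note: polarization taken with two DNA probes labelled with fluorescein and Texas red; potency is the fitted concentration of half-maximal effect; % of control where 0% means no effect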
Target sequence (P11308 whole entry, looked up, the tested form may be a part): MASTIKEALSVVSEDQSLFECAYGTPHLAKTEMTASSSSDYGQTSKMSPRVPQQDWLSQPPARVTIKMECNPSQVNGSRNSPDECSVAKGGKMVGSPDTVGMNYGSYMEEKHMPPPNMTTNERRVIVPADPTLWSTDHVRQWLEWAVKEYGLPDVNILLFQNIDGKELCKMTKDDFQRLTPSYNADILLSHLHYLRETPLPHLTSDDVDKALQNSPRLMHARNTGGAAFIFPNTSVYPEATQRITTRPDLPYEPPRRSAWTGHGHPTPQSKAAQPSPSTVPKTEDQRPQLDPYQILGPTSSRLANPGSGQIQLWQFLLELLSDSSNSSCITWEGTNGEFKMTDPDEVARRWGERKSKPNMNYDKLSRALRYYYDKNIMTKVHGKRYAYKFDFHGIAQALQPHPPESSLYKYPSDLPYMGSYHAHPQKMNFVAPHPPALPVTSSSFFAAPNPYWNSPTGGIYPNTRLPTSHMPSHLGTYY
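His-tagged ERG Ets domain (1 uM in the protein solution; 300mM KCl, 50mM Tris-HCl, 1mM EDTA, 1mM DTT, pH 7.5) received compound, then a probe mix of 5 nM fluorescein-DNA and 100nM Texas-615-DNA. Fluorescence polarization was read for both dyes.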
POLK inh: DNA polymerase kappa (human) inhibition. purified Pol kappa, fluorescent DNA synthesis assay, 10 min. AID 588579. Potency, µM (top dose mostly 107 µM), inactives show at the top dose activity, negative = inhibition, hits mostly inhibitors. 400,000 tested, 0.53% active; note: potency is the fitted concentration of half-maximal effect; % is set by controls: 0 for no effect and ±100 for the full control effect
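10 nM Pol kappa was preincubated with compounds for 15 min at room temperature. Reaction started with 50 nM (final) substrate. Fluorescence read kinetically at 0 and 10 min.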
APE1 inh: blocks human APE1 abasic DNA cleavage; recombinant APE1, TAMRA/BHQ-2 abasic DNA cleavage fluorescence; Potency, µM (highest dose often 65.8 µM), inactives show at the highest dose activity change, negative = inhibition, actives largely listed as inhibitors; 350,000 tested, 0.35% active; AID 2517;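 note: potency is the fitted concentration of half-maximal effect; plate controls were vehicle for no effect and reference inhibitor for full effect; nearly all actives have a fitted effect of over 55% in size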
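Substrate: short duplex with […] THF abasic site, 5'-TAMRA and 3'-BHQ-2, 50 nM final. APE1 at 0.75 nM, preincubated 15 min RT with compound. Fluorescence increase from first to third read measured activity.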
POLI inh: blocks human DNA polymerase iota activity; AID 588590; Potency, µM (titrated, usually from 115 µM), for the others: at the highest dose activity, negative = inhibition, most hits filed as inhibitors; 390,000 tested, 1% active; Pol iota fluorescent replication assay, 10 min; Q9UNA4; note: potency is the fitted concentration of half-maximal effect
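Fluorescent replication assay read twice, at 0 min and 10 min after adding 50 nM (final) substrate. Enzyme (10 nM) and compounds were first incubated 15 min at room temperature; enzyme-free buffer wells were negative controls.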
BLM inh: inhibitors of human Bloom syndrome helicase BLM; P54132; recombinant BLM DNA unwinding, fluorescence dequenching; Potency, µM (highest dose often 56.1 µM), without a hit: top-dose activity change, negative = inhibition, most hits filed as inhibitors; 350,000 tested, 0.2% active; AID 2528;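 note: potency is the fitted concentration of half-maximal effect; plate controls were vehicle for no effect and no enzyme for full effect; nearly all actives have a fitted effect of over 35% in size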
* hit, by the source's call; i = inactive; ? = inconclusive; . = no result given; & = joins results of further samples; [ ] = remark or other dose. Unless noted, calls come from the whole dose curve; as a rule, active = well fitted curve in the direction sought with a large enough effect; inconclusive = small, poorly fitted or top-dose-only effect, or another doubt; inactive = no such curve, though single readings can be large; an effect the other way counts as inactive or inconclusive.

SMILES | Pol beta inh | Apoferritin bind | 12-LOX inh | TRHR ag | ERG-DNA inh | POLK inh | APE1 inh | POLI inh | BLM inh
O=C(Nc1cccnc1)c1ccc(F)c(S(=O)(=O)N2CCOCC2)c1 | 47% | 3% | 2% | 1.5 | 3% | -15% | -15% | 150%[activator] | -1%
Cc1cccc(/C=C2\Sc3ccc(C(=O)N4CCC(C)CC4)cc3N(C)C2=O)c1 | -13% | -14% | -23% | 0.1 | -15% | -3% | 2% | 35%[activator] | -9%
COC(=O)c1scc(C)c1NC(=O)Nc1ccccc1 | -1% | -1% | -22% | -0.1 | 2% | 2% | 10% | 10% | 0%
COC(=O)c1ccc(S(=O)(=O)N2C3CCC2CC(NC(=O)C2CC2)C3)cc1 (stereo not drawn) | 13% | -7% | 4% | 0.0 | . | -1% | -3% | 4% | -1%
Cc1cccc(NC(=S)NNC(=O)CC(C)O)c1C (stereo not drawn) | 22% | -6% | -1% | -0.1 | -7% | -10% | 0% | 7% | 1%
Cc1ccc(CSCC(=O)N(C)CC(=O)Nc2c(Cl)cccc2Cl)cc1 | . | . | 4% | -0.2 | 2% | -15% | 13% | 14% | .
CC(OC(=O)C1CCN(S(=O)(=O)c2ccc(F)cc2)CC1)C(=O)NC1CCCCC1C (stereo not drawn) | . | . | -3% | -1.1 | -1% | -11% | -8% | 23% | .
NC(=O)c1ccc(Oc2ccc(-c3nnco3)cc2)c([N+](=O)[O-])c1 | 5% | -4% | 4% | 0.8 | -12% | -9% | 0% | 24% | 1%
COCCC(=O)N1CCC(Oc2ccc(C(=O)NCc3nccn3C)cc2)CC1 | -10% | -8% | ? | -0.1 | 2% | -18% | 21% | 4% | 0%
NS(=O)(=O)c1ccc(NC=C2C(=O)OC3(CCCCC3)OC2=O)cc1 | 10% | -11% | 0% | -0.4 | 5% | -14% | 4% | ? | 1%
COc1cccc(-c2cc(C(=O)Nc3ccc(N(C)C(C)=O)cc3)c3cc(Br)ccc3n2)c1 | . | . | ? | . | -11% | -8% | . | -1% | .
Clc1ccc(CNC2CCCC2)cc1 | ? | -12% | ? | 1.2 | . | -1% | ? | -21% | 1%
Cc1nc2ccccc2c(=O)n1CCc1ccccc1 | 15% | -12% | 0% | -0.9 | 2% | -7% | 62%[activator] | 13% | 3%
O=C(C1CCC1)N1CCc2cc(S(=O)(=O)NCC3COc4ccccc4O3)ccc21 (stereo not drawn) | ? | 5% | 6% | 0.5 | 2% | -18% | -1% | 7% | -13%
O=C(CCNC(=O)c1ccccc1)Oc1ccc([N+](=O)[O-])cc1 | 15% | 2% | -25% | 0.5 | -5% | 0% | 17% | -10% | -9%
COc1cc([N+](=O)[O-])ccc1-c1ccc(/C=N/NC(N)=O)o1 | ? | -3% | -2% | 5.5 | -4% | -13% | -3% | 89µM* | -2%
Cc1ccc(C(=O)CC2(O)C(=O)N(C)c3ccccc32)o1 (stereo not drawn) | 7% | 0% | 5% | 0.8 | 0% | -3% | 5% | 15% | 0%
O=C(NCc1ccco1)c1cc(-c2ccc3c(c2)OCO3)on1 | 26% | -9% | 11% | 0.7 | -22% | 2% | 8% | 28% | -5%
CC(=O)N1CCN(S(=O)(=O)c2cccc(C(=O)NNC(=O)COc3ccc(Cl)cc3C)c2)CC1 | . | . | . | 0.0 | 4% | 12% | 15% | 1% | .
CC1Nc2ncnc(N3CCOCC3)c2N(Cc2ccc(Cl)cc2)C1=O (stereo not drawn) | . | . | ? | 0.3 | 4% | -11% | -1% | -5% | .

Just POLK inh (5 entries from above):
| smiles | POLK inh |
| --- | --- |
| Clc1ccc(CNC2CCCC2)cc1 | -1% |
| COCCC(=O)N1CCC(Oc2ccc(C(=O)NCc3nccn3C)cc2)CC1 | -18% |
| CC(=O)N1CCN(S(=O)(=O)c2cccc(C(=O)NNC(=O)COc3ccc(Cl)cc3C)c2)CC1 | 12% |
| COC(=O)c1ccc(S(=O)(=O)N2C3CCC2CC(NC(=O)C2CC2)C3)cc1 (stereo not drawn) | -1% |
| NC(=O)c1ccc(Oc2ccc(-c3nnco3)cc2)c([N+](=O)[O-])c1 | -9% |

Other compounds
SMILES | Pol beta inh | Apoferritin bind | 12-LOX inh | TRHR ag | ERG-DNA inh | POLK inh | APE1 inh | POLI inh | BLM inh
CC(=O)Nc1ccc(NC(=O)c2ncoc2-c2ccco2)cc1 | 26% | 1% | -13% | 0.3 | -3% | -6%[60.1 µM] | . | -15% | 2%
COc1ccc2c(C)c(CCC(=O)NCCc3ccccc3OC)c(=O)oc2c1 | 1% | -9% | -8% | -0.6 | 0% | -1% | . | -8% | -13%
O=S1(=O)N=C2CCCCCN2C(c2ccccc2)N1 (stereo not drawn) | 0% | -6% | -1% | 0.0 | 11% | -5% | -4% | 6% | 1%
COC(=O)c1c(NC(=O)CCS(=O)(=O)c2ccccc2)sc2c1CCN(C)C2 | -2% | -12% | -3% | 1.2 | -2% | -6% | 8% | 0% | 0%
COc1ccc(OC)c(NC(=O)N2CCCC(C(=O)c3ccccc3OC)C2)c1 (stereo not drawn) | -19% | -18% | -1% | -1.7 | -6% | -6% | 6% | 11% | -5%
O=C(NC(=S)Nc1ccc(Cl)cn1)C(c1ccccc1)c1ccccc1 | -5% | -15% | 0% | 1.4 | 11% | 1% | -10% | -3% | -2%
O=C(COC(=O)/C=C/c1ccccc1)NCCNC(=O)COC(=O)/C=C/c1ccccc1 | . | . | -7% | 0.1 | 21% | -5% | 24% | 23% | .
CCCCC(CC)C(=O)Nc1cc(C(=O)NCCC)ccc1N1CCC2(CC1)CC(c1cccc(Br)c1)=NO2 (stereo not drawn) | . | . | -9% | 0.1 | 7% | 23% | 7% | 3% | .
CCC(=O)N1CCc2cc(S(=O)(=O)N3CCN(c4ccccc4Cl)CC3)ccc21 | 35% | -2% | 18% | 0.0 | 6% | -1% | 12% | 38%[activator] | -2%
O=S(=O)(c1cc(C(F)(F)F)ccc1Cl)N1CCN(c2ccccn2)CC1 | -1% | -8% | -14% | 0.2 | -4% | -7% | 0% | 29% | -8%
CCc1nc2c(sc3nc4c(cc32)COC(C)(C)C4)c(=O)n1Cc1ccccc1 | 26% | -13% | 3% | 4.6 | 1% | -7% | -10% | 5%[58.9 µM] | 1%
COc1ccc(C)cc1Nc1nc2cc(Cl)c(Cl)cc2nc1-n1nc(C)cc1C | 30% | 10% | -15% | 0.9 | -1% | -17% | . | 68%[activator] | -2%
CCOc1cc(S(=O)(=O)n2ccnc2C(C)C)ccc1Cl | -11% | 39%[activator] | ? | 1.7 | -1% | -1%[60.1 µM] | . | -5% | -3%
CCOC(=O)[C@H]1[C@H]2COc3cc(OC)ccc3[C@@H]2N2C(=O)CN(Cc3ccc(C)cc3)C(=O)[C@@]12C | . | . | ? | 0.4 | 5% | 6% | 4% | 26% | .
Fc1ccc(Nc2nc(Oc3ccccc3F)nc(N3CCCC3)n2)cc1 | 1% | -12% | -12% | -0.6 | 1% | -18% | -3% | 4% | -7%
CCC(C)NC(=O)c1ccccc1NC(=O)CN1C(=O)c2cccc3cccc1c23 (stereo not drawn) | 0% | 112%[activator] | -17% | 0.0 | 0% | -6% | . | 27% | 0%
COC(=O)Cn1c(=O)oc2ccc(C)cc21 | 2% | -4% | 0% | 0.5 | -5% | -29% | 5% | 75%[activator] | -7%
C/C(Cc1ccccc1)=N\NC(=O)CNC(=O)c1ccc(Cl)cc1 | 7% | -19% | i | -0.9 | 6% | 1% | 12% | -4% | -4%
COc1ccc(-c2ccc(=O)n(Cc3cccc(Cl)c3)n2)cc1 | -4% | ? | -2% | 2.3 | 5% | 5% | -17% | 11% | -11%
CCOC(=O)c1sc(N(Cc2ccccc2)C(=O)COC(=O)c2ccc(O)cc2)nc1C | 2% | 3% | -11% | 0.9 | -6% | -10% | -4% | 7% | -10%
Cc1ccc(NS(=O)(=O)c2cnc(N)nc2)c(C)c1 | 3% | -12% | -6%&-24% | -0.4 | -6% | -8%[60.1 µM] | . | 4% | 1%
CCSc1nn2c(=O)c3ccccc3nc2s1 | 13% | -6% | 0% | -0.1 | -3% | -2% | 7% | 11% | 4%
O=C(Nc1ccc(-c2nc3ccccc3[nH]2)cc1)c1c(F)c(F)c(F)c(F)c1F | -1% | -4% | ? | 0.8 | ? | -8% | 7% | 14% | -9%
CCS(=O)(=O)c1ccc2oc(Nc3cc(Cl)ccc3OC)nc2c1 | -1% | 1% | -1% | 0.0 | -3% | 5% | 20% | 10% | -3%
CCCNC(=O)Cc1c(OC)ccc2cc(Br)ccc12 | 20% | -8% | -24% | -0.1 | 10% | -10% | ? | -5% | 0%
Cc1ccc2c(=O)oc(N(C)C)nc2c1 | -2% | -4% | -7% | -0.5 | -12% | 0% | 6% | ? | -1%

A second format for part of the listing above.
molecule	Pol beta inh	Apoferritin bind	12-LOX inh	TRHR ag	ERG-DNA inh	POLK inh	APE1 inh	POLI inh	BLM inh
CCSc1nn2c(=O)c3ccccc3nc2s1	13%	-6%	0%	-0.1	-3%	-2%	7%	11%	4%
O=C(Nc1ccc(-c2nc3ccccc3[nH]2)cc1)c1c(F)c(F)c(F)c(F)c1F	-1%	-4%	?	0.8	?	-8%	7%	14%	-9%

Screens: PubChem, National Center for Advancing Translational Sciences (NCATS)

These rows are one share of the data, so the mix of outcomes need not match the whole.
